Screening results: PubChem BioAssay, National Center for Advancing Translational Sciences (NCATS)
a7 integrin act: activates integrin-mediated alleviation for muscular dystrophy. 0.064% of 350,000 active. AID 624291. Potency, µM (top dose mostly 38.3 µM), for inactives: at the top dose activation, most hits filed as activators. alpha7betagal myoblasts, beta-gal FDG fluorescence, 48 h;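 further: potency means the concentration at half of the fitted maximal effect; 100% = response of the positive control SU9516; nearly all actives have a fitted effect of over 60% in size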
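Alpha7betagal+/- myoblasts (passage 13) were plated 16-24 hr, then exposed to compounds (1:260 dilution of DMSO stock) for 48 hours at 37C. After MPER lysis, β-galactosidase reporter activity was read as FDG fluorescence (ex 480/em 540) after 30 minutes.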
TCR activator: activators of T cell receptors | primary human leukocytes, anti-CD3, IL-2 HTRF, 48 h | Potency, µM (doses to about 9.22 µM), for inactives: top-dose activation of IL-2 secretion, usual class: activators | 330,000 tested, under 10 active | AID 504894; further: % of control where 0% means no effect
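Primary human leukocytes receive a-CD3 beads and test compound and are incubated 48 hr. Secreted IL-2 is then assayed by HTRF, measuring 665nm acceptor emission after 320nm excitation of the europium donor.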
TSG101-PTAP inh: blocks PTAP/TSG101 interaction to inhibit HIV-1 budding; Q99816; Fluorescence polarization, FITC-PTAP peptide / Tsg101 binding; 340,000 tested, under 10 active; Potency, µM (series often up to 115 µM), without a hit: at the highest dose activity change, negative = inhibition, most hits filed as inhibitors; active means well fitted inhibition curve with a large enough effect in the main read-out, with a control signal flat, not every such curve was filed as active; inconclusive means small, poorly fitted or top-dose-only effect, or effect the other way, or a change in a side signal; inactive means no such curve, though single readings can be large or run the other way; further: potency means the concentration at half of the fitted maximal effect; % of control where 0% means no effect
Target sequence (Q99816 whole entry, looked up): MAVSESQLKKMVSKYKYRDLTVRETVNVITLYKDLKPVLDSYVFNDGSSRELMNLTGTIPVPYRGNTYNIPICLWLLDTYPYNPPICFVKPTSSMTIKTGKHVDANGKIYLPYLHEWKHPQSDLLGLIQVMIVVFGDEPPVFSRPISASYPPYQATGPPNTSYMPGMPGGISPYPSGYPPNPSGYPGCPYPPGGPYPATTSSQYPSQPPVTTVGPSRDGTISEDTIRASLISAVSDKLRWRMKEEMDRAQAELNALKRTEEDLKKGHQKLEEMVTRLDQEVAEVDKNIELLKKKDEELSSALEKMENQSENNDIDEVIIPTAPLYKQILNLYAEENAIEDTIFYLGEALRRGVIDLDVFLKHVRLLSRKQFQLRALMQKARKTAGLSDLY
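Fluorescence polarization binding of Tsg101 binding domain (10 uM final) to FITC-labeled PTAP peptide (50 nM final) in HEPES pH 7.5 buffer with NaCl, Tween 20, EDTA, TCEP. Compounds added before peptide; binding 20 min at RT.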
S-ASM inh: inhibitors of human secretory acid sphingomyelinase | Potency, µM (top dose mostly 57.5 µM), for the others: at the highest dose activity change, negative = inhibition, most hits filed as inhibitors | placental ASM, HMU-PC fluorogenic substrate, 60 min | 0.006% of 340,000 active | AID 504937; further: potency means the concentration at half of the fitted maximal effect
Target sequence (P17405 47-631 limits assumed): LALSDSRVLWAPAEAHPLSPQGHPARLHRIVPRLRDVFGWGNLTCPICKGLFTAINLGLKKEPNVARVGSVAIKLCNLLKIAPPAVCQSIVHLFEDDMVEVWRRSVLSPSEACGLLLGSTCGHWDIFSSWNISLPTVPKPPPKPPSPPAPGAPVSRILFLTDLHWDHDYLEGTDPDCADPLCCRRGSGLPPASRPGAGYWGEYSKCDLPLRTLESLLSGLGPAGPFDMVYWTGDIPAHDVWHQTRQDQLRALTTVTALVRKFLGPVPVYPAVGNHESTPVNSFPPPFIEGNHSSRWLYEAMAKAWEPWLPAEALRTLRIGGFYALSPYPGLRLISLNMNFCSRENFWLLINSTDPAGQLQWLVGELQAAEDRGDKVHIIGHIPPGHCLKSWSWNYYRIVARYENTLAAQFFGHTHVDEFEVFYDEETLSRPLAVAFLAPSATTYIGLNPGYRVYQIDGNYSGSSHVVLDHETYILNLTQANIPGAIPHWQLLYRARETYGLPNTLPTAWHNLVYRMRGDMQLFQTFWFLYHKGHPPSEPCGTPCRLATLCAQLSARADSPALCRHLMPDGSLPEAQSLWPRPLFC
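Steps: dispense placental human ASM, pin compound, wait 10 min at room temperature, add HMU-PC0 substrate at 9 uM final, incubate 60 min at 37 °C, add stop solution raising pH to 10, read fluorescence.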
Starred values were filed as active, the others as inactive; ? = inconclusive; [ ] = remark or other dose. Unless noted, the call rests on the fitted dose curve; in most records, active means well fitted curve in the direction sought with a large enough effect; inconclusive means small, poorly fitted or top-dose-only effect, or another doubt; inactive means no such curve, though single readings can be large; an effect the other way counts as inactive or inconclusive. An excerpt; count on the stated rates, not on these rows.

A first look, 6 compounds:
mol	a7 integrin act	TCR activator	TSG101-PTAP inh	S-ASM inh
O=C(CSc1nc2c(c(=O)n1-c1ccc(F)cc1)SCC2)Nc1ccc2c(c1)OCO2	-1%	3%	-9%	-3%
NS(=O)(=O)c1ccc(CCNC(=O)/C=C/c2ccc(S(=O)(=O)N3CCOCC3)cc2)cc1	0%	1%	-2%	0%
Cc1cc(Br)ccc1OCc1nnc(-c2ccccc2)o1	?	3%	2%	-3%
CC(=O)c1ccccc1OCCCOc1cccc2cccnc12	-18%	1%	-3%	5%
Cc1ccc(C(=O)NCC(c2ccc(F)cc2)N2CCOCC2)cc1S(=O)(=O)N1CCOCC1 (centres undefined)	-45%	-4%	1%	0%
Cc1ccccc1NC(=O)N(O)C1(C#N)CCCCC1	32%	8%	-2%	-2%

All compounds of this part, from the start:
mol	a7 integrin act	TCR activator	TSG101-PTAP inh	S-ASM inh
O=C(CSc1nc2c(c(=O)n1-c1ccc(F)cc1)SCC2)Nc1ccc2c(c1)OCO2	-1%	3%	-9%	-3%
NS(=O)(=O)c1ccc(CCNC(=O)/C=C/c2ccc(S(=O)(=O)N3CCOCC3)cc2)cc1	0%	1%	-2%	0%
Cc1cc(Br)ccc1OCc1nnc(-c2ccccc2)o1	?	3%	2%	-3%
CC(=O)c1ccccc1OCCCOc1cccc2cccnc12	-18%	1%	-3%	5%
Cc1ccc(C(=O)NCC(c2ccc(F)cc2)N2CCOCC2)cc1S(=O)(=O)N1CCOCC1 (centres undefined)	-45%	-4%	1%	0%
Cc1ccccc1NC(=O)N(O)C1(C#N)CCCCC1	32%	8%	-2%	-2%
CCN1C[C@@H]2[C@@H]3C(=O)N(Cc4ccccc4)C(=O)[C@@H]3[C@](CC)(C1=O)N2C(=O)c1ccc(Cl)c(Cl)c1	26%	7%	-14%	-6%
COC(=O)C1=C(C(=O)OC)[C@]2([C@@H]3CC=CCN[C@@H](Cc4ccccc4)C(=O)N3Cc3ccccc3)C=C[C@H]1O2	1%	6%	1%	-9%
O=C(O)c1ccc(CCCc2ccccc2)cc1	4%	1%	-5%	3%
COc1ccc(CNC(=O)c2ccc(N3CCC4(CC3)CC(c3ccc(Cl)cc3)=NO4)c(NC(=O)c3ccccc3)c2)cc1	-6%	-29%	-6%	1%
COc1ccc(CNc2cccnc2)c(OC)c1OC	0%	0%	-3%	4%
C=C1CCN([C@@H](CC(C)C)C(=O)N2CCOCC2)S(=O)(=O)c2ccccc21	-17%	2%	-1%	2%
CN(C)c1ccc(C=c2c3ccccc3n3c2cc(-c2ccccc2)[n+]3C)cc1	-54%[inhibitor]	-12%	0%	?
O=C(NN=Cc1ccccc1)C(Oc1ccccc1)c1ccccc1 (centres undefined)	12%	-27%	0%	-5%
CC(C)N1CCN(C(=O)c2ccc([N+](=O)[O-])cc2)CC1	6%	-2%	-3%	0%
CCN1C[C@@H]2[C@@H]3C(=O)N(C)C(=O)[C@@H]3[C@](CC)(C1=O)N2C(=O)c1ccc(C(F)(F)F)cc1	-6%	11%	-7%	4%
Oc1cc(CNC2CCCCC2)c(O)cc1CNC1CCCCC1	10%	0%	-7%	0%
F[B-](F)(F)COCc1ccccc1Br	-2%	0%	-1%	1%
CC(=O)Oc1ccc([C@@H]2COc3c(ccc4c3C=CC(C)(C)O4)C2)c(OC(C)=O)c1	31%	0%	-1%	-14%
Cc1nc2c(=O)[nH]c(=S)[nH]c2[nH]c1=O	16%	-3%	-9%	35%[activator]
Cc1ccc(OCc2nnc(-c3ccc(Cl)cc3)o2)cc1	?	-2%	-1%	-7%
CCCSc1nc2c([nH]1)c(=O)n(C)c(=S)n2C	0%	0%	-2%	-3%
N#CC1(CCCN2CCCCC2)c2ccccc2CCc2ccccc21	-66%[inhibitor]	-2%	1%	-2%
O=C(Nc1cccc(S(=O)(=O)N2CCCCC2)c1)[C@@H]1CCCN1S(=O)(=O)c1ccccc1C(F)(F)F	7%	6%	1%	-4%
CCc1cccc(CC)c1C(OC(C)=O)c1cccnc1 (centres undefined)	42%	6%	-2%	1%
O=C(NNC(=O)c1cccc2ccccc12)c1cccc(Cl)c1	-7%	-5%	2%	-1%
ON=C1c2ccccc2-c2ccc(O)cc21	30%	-4%	-1%	-6%
O=C(c1cccc(Cl)c1)N1CCC2CC1c1cc(N3CCOCC3)ccc12 (centres undefined)	-14%	-1%	-1%	8%
Cc1cccc(N2CCN(C(=O)c3cc4c(=O)[nH]c5ccccc5c4n3C)CC2)c1C	30%	-3%	-2%	-1%
Cc1ccc(C=NNc2ccc([N+](=O)[O-])cn2)cc1	22%	-38%	0%	14%

5 entries out of the list above, arranged by the value under S-ASM inh, ascending.
Structure,S-ASM inh
CC(=O)Oc1ccc([C@@H]2COc3c(ccc4c3C=CC(C)(C)O4)C2)c(OC(C)=O)c1,-14%
CCCSc1nc2c([nH]1)c(=O)n(C)c(=S)n2C,-3%
O=C(O)c1ccc(CCCc2ccccc2)cc1,3%
COc1ccc(CNc2cccnc2)c(OC)c1OC,4%
Cc1ccc(C=NNc2ccc([N+](=O)[O-])cn2)cc1,14%

Other compounds:
mol	a7 integrin act	TCR activator	TSG101-PTAP inh	S-ASM inh
Cc1cc(C)nc(NC2=N[C@@H]3CCCC[C@H]3N2C(=O)Nc2cc(Cl)cc(Cl)c2)n1	?	14%	-7%	0%
O=C(Cc1ccccc1)NN=C1CCCC1	?	-1%	-3%	4%
CCOC(=O)C1Nc2c(F)cc(C)cc2C2c3ccccc3CC12 (centres undefined)	-6%	-1%	4%	-2%
COc1cccc(-c2c(C(=O)O)cc(O)c3ccc(OC)cc23)c1	6%	3%	0%	162%[activator]
Oc1c(CN2CCOCC2)cc(CN2CCOCC2)cc1CN1CCOCC1	-7%	0%	1%	1%
COc1ccccc1CNC(=O)C(NC(=O)C1CCCCC1)C(C)C (centres undefined)	-13%	2%	-1%	0%
c1ccc2c(c1)ccn2CCCN1CCCCC1	4%	4%	-1%	2%
O=C1NC(=O)C2(CCCC2C(=O)O)N1 (centres undefined)	-6%	2%	-1%	0%
Cc1cccc(NC(=O)C2CCCN(S(=O)(=O)c3c(C)nn(C)c3C)C2)c1 (centres undefined)	-9%	0%	-4%	0%
C[C@H](O)[C@@]1(O)CC[C@H]2[C@@H]3CC[C@@H]4C[C@H](O)CC[C@]4(C)[C@H]3CC[C@@]21C	-1%	2%	1%	-3%
CC(C)Cc1ccc(C(C)/C=C2/CCC(CN3CCCCC3)C2=O)cc1 (centres undefined)	-54%[inhibitor]	0%	-1%	-4%
O=C1C=C(c2ccccc2)CO1	-1%	3%	-2%	2%
O=c1cc(CO)oc(C(Nc2ccccn2)c2ccccc2F)c1O (centres undefined)	19%	-2%	-1%	0%
CCCN(CC(=O)Nc1ccccc1OC)CC(=O)c1c(N)n(Cc2ccccc2)c(=O)n(C)c1=O	-26%	3%	-6%	-5%
CC(=O)Nc1ccc2c(c1)C(N1CC3CCC(CC3)C1)c1ccccc1-2 (centres undefined)	-12%	0%	1%	-4%
COCCN1C(=O)N[C@@H](c2ccccc2)[C@H](C(=O)OC)[C@H]1C	0%	9%	1%	5%
COc1ccc(C(=O)NC(C)c2ccc(-n3ccnc3)cc2)c(OC)c1 (centres undefined)	?	-3%	0%	6%
O=C(CC(O)c1ccccc1)Nc1ccccn1 (centres undefined)	-10%	-12%	0%	3%
CC1(C)CC(NC(=O)c2ccccc2NS(=O)(=O)c2ccc(Br)cc2)CC(C)(C)N1	-19%	-17%	-9%	3%
Cc1csc(NC(=O)c2cccnc2Cl)n1	22%	-3%	0%	5%
Cc1cc(C)c(CC(=O)c2ccccc2)c(C)c1	2%	4%	0%	3%
CCc1c(Cl)nc(N)nc1Nc1ccccc1Cl	5%	-2%	-3%	-2%
NC(=O)c1ncn([C@@H]2O[C@H](CNCc3cc(Cl)ccc3OCc3ccc(Cl)cc3)[C@@H](O)[C@H]2O)n1	10%	-5%	-10%	3%
Cc1cc(C(=O)C(C(c2ccccc2)N2CCOCC2)N2CCOCC2)ccc1Cl (centres undefined)	31%	-1%	-4%	-4%
O=C1NCCC12C(=O)Nc1ccccc12 (centres undefined)	3%	2%	2%	-3%
O=c1[nH]c(=O)c2[nH]c(=S)n(-c3ccccc3)c2[nH]1	-15%	0%	-6%	1%
O=C(/C(=N/O)c1ccccc1)c1ccccc1	?	-7%	0%	-2%
C#CCCOC(=O)N1C2=NC(C(=O)OC)=C(C(=O)OC)[C@@H]3N(C)c4ccccc4[C@]23C[C@H]1CO	10%	0%	-3%	-2%
O=C(NCc1cccs1)c1cc(-c2ccccc2)nn1CC1CC(c2cccc([N+](=O)[O-])c2)=NO1 (centres undefined)	-7%	-2%	-6%	-4%
C[C@]12CCC(=O)C=C1C=CC1C2CC[C@@]2(C)C1CC[C@@]21CCC(=O)O1 (some centres undefined)	19%	-6%	-1%	-2%
CCCCN1C(N)=NC[C@@H]1CCCCN	25%	-86%	-3%	-6%
CCN(CC)S(=O)(=O)c1ccc(OC)c(NC(=O)c2ccc(OC)c([N+](=O)[O-])c2)c1	6%	2%	-6%	-2%
CC(C)C[C@@H](CNCC(=O)[C@H](CC(C)C)NC(=O)c1[nH]cnc1C(=O)N[C@@H](C)CN)NC(=O)c1nc[nH]c1C(=O)N[C@@H](CC(C)C)C(=O)O	0%	-10%	-1%	6%
Cc1nc2ccsc2c(=O)n1-c1cccc(Cl)c1	5%	6%	-5%	2%
CC(C)(C)OC(=O)N(Cc1ccccc1)Cc1ccc(OCc2cccc(NC(=O)C3CC3)c2)cc1	-24%	-3%	-1%	-10%
O=C(Nc1ccc(-c2ccccc2)cc1)c1ccc2c(c1)S(=O)(=O)c1ccccc1C2=O	-5%	-2%	-2%	-6%
O=c1c2ccccc2sc2c(CO)ccc(NCCN3CCCCC3)c12	-51%[inhibitor]	-6%	-3%	-20%
CCCCCCCCCCCCN1[C@@H](CC(C)=O)c2cc(F)cc(F)c2S1(=O)=O	11%	4%	2%	-8%
CCCC(=O)NC(C)c1nc(-c2ccc(C)cc2)no1 (centres undefined)	24%	0%	-2%	4%
Cc1ccc(NC(=O)c2ccc(Cl)c(S(=O)(=O)N3CCc4ccccc43)c2)nc1	10%	-3%	-3%	1%
C=CCNC(=O)C1CC1(c1cccc(C)c1)c1cccc(C)c1 (centres undefined)	-29%	2%	0%	-1%
COc1ccc(CC(=O)NC(=S)Nc2cccc(C)c2)cc1	-8%	6%	0%	0%
O=C(CCN1CCc2ccccc2C(O)(c2ccccc2)C1)c1ccc2c(c1)OCCO2 (centres undefined)	-47%[inhibitor]	-3%	0%	0%
C=C1C(=O)C23CCC4C(C)(C(=O)OC)CCCC4(C)C2CCC1(O)C3 (centres undefined)	-53%[inhibitor]	1%	-1%	3%
CC1=CC(=NNS(=O)(=O)c2ccc([N+](=O)[O-])cc2)CC(C)(C)C1	1%	7%	1%	-2%
CCN(C(=O)CSc1nnc(-c2ccccc2F)n1N)c1c(N)n(Cc2ccccc2)c(=O)[nH]c1=O	-10%	-2%	-5%	3%
Cc1cccc(C(=O)NC(C(=O)Nc2ccc(S(=O)(=O)Nc3nccs3)cc2)C(C)C)c1 (centres undefined)	14%	-6%	3%	-1%
CCCCN(Cc1ccc(C(=O)N[C@H](C(=O)O)C(C)C)cc1)C(=O)C(c1ccccc1)c1ccccc1	-17%	-1%	-1%	5%
C/C=C(\C)C(=O)NCCN1C2=NC[C@H](Cc3ccccc3)N2C[C@@H]1Cc1ccc(OC)cc1	-16%	-3%	0%	0%
COc1ccc(C(=O)N(c2ccccc2)c2nccc3ccccc23)cc1OC	4%	-4%	-4%	0%
